RBX1-CUL1 inh: inhibitors of human ROC1-CUL1 ubiquitin ligase activity; in vitro K48 di-Ub FRET, acceptor:donor ratio, 45 min; 140,000 compounds, 0.6% hits; E3 ubiquitin-protein ligase RBX1 (Homo sapiens) + Cullin-1 (Homo sapiens), P62877+Q13616; inhibition, % at 10 µM; in the data active = inhibition above about 25%
Target sequence (P62877 whole entry, looked up): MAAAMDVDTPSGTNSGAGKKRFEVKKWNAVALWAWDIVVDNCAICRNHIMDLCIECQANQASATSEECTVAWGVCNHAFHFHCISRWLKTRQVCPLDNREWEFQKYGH
Target sequence (Q13616 whole entry, looked up): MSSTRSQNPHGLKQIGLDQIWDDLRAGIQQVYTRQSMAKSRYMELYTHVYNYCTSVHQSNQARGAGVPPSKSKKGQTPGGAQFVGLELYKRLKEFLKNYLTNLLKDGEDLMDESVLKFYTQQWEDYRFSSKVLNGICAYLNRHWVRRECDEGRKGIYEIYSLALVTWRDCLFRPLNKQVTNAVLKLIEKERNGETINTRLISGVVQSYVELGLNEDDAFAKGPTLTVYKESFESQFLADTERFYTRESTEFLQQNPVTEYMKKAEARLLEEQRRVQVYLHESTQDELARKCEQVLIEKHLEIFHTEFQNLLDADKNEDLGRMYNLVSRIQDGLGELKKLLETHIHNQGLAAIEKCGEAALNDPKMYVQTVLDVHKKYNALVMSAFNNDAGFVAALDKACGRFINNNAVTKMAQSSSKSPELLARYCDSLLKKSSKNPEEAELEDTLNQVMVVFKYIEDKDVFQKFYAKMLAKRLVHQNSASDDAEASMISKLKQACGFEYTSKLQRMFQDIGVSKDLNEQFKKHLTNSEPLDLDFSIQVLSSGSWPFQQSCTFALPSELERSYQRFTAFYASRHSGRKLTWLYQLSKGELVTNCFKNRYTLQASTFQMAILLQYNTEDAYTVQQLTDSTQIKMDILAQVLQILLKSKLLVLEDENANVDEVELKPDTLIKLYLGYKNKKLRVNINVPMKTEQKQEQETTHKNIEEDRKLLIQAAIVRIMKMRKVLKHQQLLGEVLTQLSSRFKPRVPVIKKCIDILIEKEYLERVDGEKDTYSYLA
The depositor's hits bear a star. Only part of the results is shown; rates above refer to the full screens.

no.	RBX1-CUL1 inh	Structure
1	-3.8	CCOC(=O)c1c(C)oc2nc(C)nc(NCC3CCN(Cc4ccccc4C)CC3)c12
2	-1.6	COC(=O)c1cc(=O)cc(C(=O)OC)o1
3	5.6	NC(=O)Nc1ccccc1C(=O)NCc1ccccc1
4	0.3	COc1ccccc1C(=O)Nc1nc2nc(-c3ccccc3)cc(=O)n2[nH]1
5	1.3	CCOC(=O)c1ccc(NC(=O)c2c(NCc3ccc(OC)c(OC)c3OC)sc3c2CCC(C)C3)cc1 (stereo not drawn)
6	-6.3	CCOC(=O)c1nnn(CC(=O)N2N=C3/C(=C/c4ccc(OC)cc4)CCCC3C2c2ccc(OC)cc2)c1C(=O)OCC (stereo not drawn)
7	4.1	c1ccc2[nH]c(CSc3nnnn3C3CCCCC3)nc2c1
8	-14.7	Cn1c(=O)[nH]c(=O)c2c1nc1n2CCN1c1ccccc1
9	-4.3	Fc1ccccc1CNCc1cccnc1Oc1ccccc1F
10	-0.6	Cc1oc(-c2cccc(Cl)c2)nc1CN1CCCC(C(=O)N2CCN(c3ccc(F)cc3)CC2)C1 (stereo not drawn)
11	4.7	O=C(Nc1cccc(-c2nc3ccccc3o2)c1)C(F)(F)F
12	-1.9	Cc1cc2ccccc2n1CCNC(=O)c1ccc(Br)cc1
13	4.8	COc1cc(C=Nc2ccccc2O)c([N+](=O)[O-])cc1OC
14	5.1	CN(C)c1ncccc1CNCc1ccncc1
15	-4.5	CCN(CC)CCN1C(=O)C(=O)C(C(=O)c2ccc(OC)c(C)c2)C1c1ccccc1 (stereo not drawn)
16	8.7	CCc1ccc(CN(Cc2cn[nH]c2-c2ccc(OC)cc2)C(=O)Nc2ccc(C)c(F)c2)cc1
17	-3.2	CCCc1cc(N2CCN(c3cccc(C)c3C)CC2)n2cnnc2n1
18	10.9	Cc1cccc(OCC(=O)NCC(=O)N/N=C/c2ccc(-c3ccc(C(=O)O)cc3)o2)c1
19	-5.3	Cc1ccc(Cn2c(N3CCOCC3)nc3c2c(=O)n(C)c(=O)n3C)cc1
20	4.4	O=C1C(=O)N(C2CCN(C(=O)c3ccccc3Cl)CC2)CCN1Cc1ccc(F)cc1
21	-2.1	CC(NC(=O)C1CC(Cc2ccc3c(c2)OCO3)=NO1)c1cnn(-c2ccccc2)c1 (stereo not drawn)
22	-4.8	Cc1ccc2nc(-c3cccnc3)c(Nc3ccccc3C)n2c1
23	2.0	COc1ccc(CNC(=O)CSCc2cnn(-c3ccccc3)c2-n2cccc2)cc1OC
24	4.3	Cc1ccc(Cn2c(CNC(=O)c3ccccc3Br)nc3cccnc32)cc1
25	2.5	CC1Cc2cc(C(N)=O)ccc2N1S(=O)(=O)c1ccccc1 (stereo not drawn)

The closing 6 records of the section above are carried over, then new ones follow.
no.	RBX1-CUL1 inh	Structure
20	4.4	O=C1C(=O)N(C2CCN(C(=O)c3ccccc3Cl)CC2)CCN1Cc1ccc(F)cc1
21	-2.1	CC(NC(=O)C1CC(Cc2ccc3c(c2)OCO3)=NO1)c1cnn(-c2ccccc2)c1 (stereo not drawn)
22	-4.8	Cc1ccc2nc(-c3cccnc3)c(Nc3ccccc3C)n2c1
23	2.0	COc1ccc(CNC(=O)CSCc2cnn(-c3ccccc3)c2-n2cccc2)cc1OC
24	4.3	Cc1ccc(Cn2c(CNC(=O)c3ccccc3Br)nc3cccnc32)cc1
25	2.5	CC1Cc2cc(C(N)=O)ccc2N1S(=O)(=O)c1ccccc1 (stereo not drawn)
26	-4.9	CCCN=C1c2ccccc2OC(=O)C1NC(=O)c1ccc(OCCC)cc1 (stereo not drawn)
27	3.2	COc1ccc(Cn2ccn(Cc3cccc(C)c3)c(=O)c2=O)cc1
28	-3.7	Clc1ccc(CSc2nnc(-c3ccccc3)n2-c2ccccc2)cc1
29	5.1	O=C(c1ccc2nc3cc(Cl)ccc3c(=O)n2c1)N1CCCCC1
30	3.1	COC(=O)c1ccc(NC(=O)CN2CCCN(Cc3ccc(Cl)cc3)S2(=O)=O)cc1
31	8.6	Cc1ccccc1NC(=O)c1sc2nc3n(c(=O)c2c1C)CCC3
32	-3.5	CCn1c(=O)c2nn(C)cc2c2ccccc21
33	12.0	COC(=O)C1=C(C)N=C2SC(C#N)C(=N)N2C1c1ccc(OCc2ccccc2)cc1 (stereo not drawn)
34	-0.3	CC(C)(C)C1CCC2(CC1)C(C(=O)c1ccc(F)cc1)C2(C#N)C#N (stereo not drawn)
35	2.8	COC(c1ccc2c(c1)CN(C(=O)CSc1nc(C)cs1)CCO2)C1CCCCC1 (stereo not drawn)
36	-10.1	CCn1ccnc1CNC(=O)Cn1ncc(N2CCCC2)cc1=O
37	-5.9	COC(=O)Cn1c(=O)c2cccn2c2ccc(F)cc21
38	0.7	CCCCCC(=O)Nc1cccc(Cl)c1
39	2.4	COc1ccc(CCNC(=O)CCC2(Cc3ccc(OC)cc3F)CCC(=O)N2)cc1 (stereo not drawn)
40	-8.8	Cc1ccc(/C=C/C(=O)c2ccccn2)cc1
41	5.1	CN1CCN(CC(O)Cn2cc(/C=C/C(=O)c3cccs3)c3ccccc32)CC1 (stereo not drawn)
42	9.4	COc1ccc(Cl)cc1S(=O)(=O)Nc1ccc(C)cc1
43	6.9	CN1CCN(C(=S)Nc2ccc(Oc3ccccc3)cc2)CC1
44	-11.9	CCc1nn2c(=O)cc(COC(=O)c3ccccc3NC(=O)C3CCCCC3)nc2s1
45	-4.8	CCOC(=O)CSc1nc2sc(C)c(C)c2c(=O)n1NC(=O)Nc1ccc(Cl)cc1
46	2.8	COc1ccccc1N1CCN(Cc2nc(N)nc(N3CCOCC3)n2)CC1
47	4.4	Cc1cc(/C=N/n2cnnc2)c(C)n1-c1ccc2ncccc2c1
48	0.9	O=C(Nc1ccccc1)c1ccc(Cl)c(S(=O)(=O)N2CCOCC2)c1
49	8.1	CCCCn1c(=N)c(S(=O)(=O)c2ccc(Cl)cc2)cc2c(=O)n3cccc(C)c3nc21
50	-4.7	CCOc1ccc(NC(=O)CCC(=O)N2CCSc3ccccc32)cc1

A different layout for 4 compounds above:
[46] COc1ccccc1N1CCN(Cc2nc(N)nc(N3CCOCC3)n2)CC1
  RBX1-CUL1 inh = 2.8

[47] Cc1cc(/C=N/n2cnnc2)c(C)n1-c1ccc2ncccc2c1
  RBX1-CUL1 inh = 4.4

[48] O=C(Nc1ccccc1)c1ccc(Cl)c(S(=O)(=O)N2CCOCC2)c1
  RBX1-CUL1 inh = 0.9

[49] CCCCn1c(=N)c(S(=O)(=O)c2ccc(Cl)cc2)cc2c(=O)n3cccc(C)c3nc21
  RBX1-CUL1 inh = 8.1

Other entries.
no.	RBX1-CUL1 inh	Structure
51	4.8	Cc1cc(C)c2c(c1)N[C@H](c1cccs1)[C@@H]1CCO[C@H]21
52	-0.1	O=c1oc(-c2cccc(F)c2)nc2ccccc12
53	-6.9	CCc1ccc(OC(C)C(=O)N2CCC(c3nc4ccccc4o3)CC2)cc1 (stereo not drawn)
54	4.9	CCc1cccc(CC)c1N=Cc1ccccc1Br
55	-6.0	O=C(NCCC(c1ccccc1)c1ccccc1)C1CC12CCN(C(=O)Cc1ccccc1F)CC2 (stereo not drawn)
56	8.2	Cc1cc2ncc(N=Nc3ccccc3)c(-c3cccs3)n2n1
57	-1.0	O=C1CC(=O)c2sc3nc4c(c(-c5ccc(Cl)cc5)c3c2N1)CCCC4
58	5.3	O=C(CN1CCCC1)Nc1ccc(F)c(Cl)c1
59	-3.8	Cc1cc2nc(C(=O)NCCc3cc(=O)[nH]cn3)cc(C)n2n1
60	5.6	Cc1nn(-c2ccccc2)c(C)c1C(=O)N1CCN(C23CC4CC(CC(C4)C2)C3)CC1
61	-1.5	CCCCNC(=O)CCCn1c(=O)c2ccccc2n(CC(=O)Nc2ccccc2OCC)c1=O
62	-0.3	CCc1ccc(NC(=O)C2CCN(Cc3ccccc3F)CC2)cc1
63	-6.3	Cc1ccc(Cn2nnc(C(=O)Nc3ccc(F)c(F)c3)c2N)cc1
64	2.6	CCn1c2c(c(=O)n3ncc(C(=O)Nc4ccc(OC(F)(F)F)cc4)c13)CN(Cc1ccc(OC)cc1)CC2
65	-3.9	COc1ccc(-c2cc(C(F)(F)F)n3nc(C(=O)Nc4cc(C)ccc4C)cc3n2)cc1
66	4.9	Cc1nc(Cn2ncc(N3CCOCC3)cc2=O)no1
67	-1.1	O=C(Nc1ccc(F)cc1)N1CCN(c2ccc(Cl)c(Cl)c2)CC1
68	-1.1	Cc1ncc(CN2CCC(C3CCN(c4ncccn4)CC3)C2)cn1 (stereo not drawn)
69	-2.5	Cc1ccc(COc2ncnc3nc[nH]c23)c(C)c1
70	-2.4	CCOC(=O)c1c(-c2ccc(OC)cc2)oc2ccc(OCc3ccc(C(=O)OC)cc3)cc12
71	9.3	Cn1c(=O)c2c(nc(N3CCCCC3)n2CCNC2=NCCCCC2)n(C)c1=O
72	0.6	COc1ccc(CN2CCNC(=O)C2CC(=O)NCCn2nc(C)cc2C)c(F)c1 (stereo not drawn)
73	11.5	CCOC(=O)c1cnc(SCC(=O)N2CC(C)CC(C)C2)nc1N (stereo not drawn)
74	-10.7	COC(=O)c1ccccc1NC(=O)CCn1nc(C)c2c(C)n(-c3ccccc3)nc2c1=O
75	3.0	CCn1c(Cc2ccccc2)nnc1SCC(=O)Nc1ccc(Cl)cc1
76	-0.7	Cc1ccc2oc(-c3ccc(C)c(NC(=O)c4ccc(-c5ccccc5[N+](=O)[O-])o4)c3)nc2c1
77	0.7	COc1ccc(NC(=O)CN(C)C2CCCCC2)c(OC)c1
78	6.2	CN(C)C(=O)N1CCC(C(=O)NC2CCCN(CC3CCCCC3)C2)CC1 (stereo not drawn)
79	5.3	CCOc1ccc(/C=C(/C#N)C(=O)NC(C)c2ccccc2)c(OCC)c1 (stereo not drawn)
80	-3.5	Cc1ccccc1CC(=O)n1nc(C)c(Cl)c1C
81	9.9	COC(=O)c1ccc(N2CC=CCO2)cc1
82	1.5	C=CCO[C@H]1[C@H](NC(=O)CSC)c2ccccc2C12CCN(Cc1cccc(OC)c1OC)CC2
83	3.6	CC1CCN(S(=O)(=O)c2ccc3c(c2)c(=O)c(C(=O)NCCc2ccccc2)cn3C)CC1
84	0.4	Cc1ccccc1NC(=O)c1ccc(N(Cc2ccccc2)S(C)(=O)=O)cc1
85	4.9	COc1cc(/C=C/c2ccccc2)ccc1OC(=O)c1cccs1
86	-3.5	CN(C)c1ccc(NC(=O)c2nc3ccccc3s2)cc1
87	-7.5	COc1ccc(N(C(C)=O)S(=O)(=O)c2cccs2)cc1
88	-5.4	COc1ccccc1NCc1nnc(SCC(=O)N/N=C/c2ccccc2O)n1-c1ccccc1
89	-3.6	CC(C)(C)CC(C)(C)NCC(O)COCCOc1ccc(Br)cc1 (stereo not drawn)
90	-3.4	COc1ccc(CCNC(=O)c2cc3c(=O)oc4ccc(C)cc4c3s2)cc1OC
91	-0.2	O=C1CCSC(=Nc2c(Cl)cccc2Cl)N1
92	-4.3	C=CCNC(=O)c1ccccc1NS(=O)(=O)c1ccc(OC)c(Cl)c1Cl
93	-0.4	CC1=Nc2nc(NS(=O)(=O)c3ccc(C)cc3)nn2C(c2ccc(Cl)cc2)C1 (stereo not drawn)
94	-4.5	COc1ccc(NS(=O)(=O)c2c(C)nc3scc(C)n3c2=O)cc1
95	8.3	O=C1N=c2ccc(Br)cc2=C1c1sc(=O)[nH]c1O
96	-6.2	CCOC(=O)c1c(-c2ccc(C)cc2)csc1NC(=O)c1cc(=O)c2cc(Cl)ccc2o1
97	-5.2	CN(C)c1ncccc1CNCc1nc2ccccc2[nH]1
98	7.9	CCOc1cc(C2NC(=O)c3c(sc4c3CCCC4)N2)ccc1OC(=O)c1cccs1 (stereo not drawn)
99	15.1	C=CCn1c(-c2ccncc2)n[nH]c1=S
100	8.4	CCN(CC1CCCN(CCc2cccc(OC)c2)C1)C(=O)c1cc(C)[nH]n1 (stereo not drawn)

Values in list order from above:
RBX1-CUL1 inh, compounds 78–82, in order: 6.2, 5.3, -3.5, 9.9, 1.5

(continued)
no.	RBX1-CUL1 inh	Structure
101	0.2	Cn1cc(CN2CCN(Cc3cccnc3)CC2)c(-c2ccccc2F)n1
102	-0.6	COCCN1C(=O)CC(CC(=O)N2CCN(c3ccc(C)cc3C)CC2)(c2cccc(OC)c2)C1=O (stereo not drawn)
103	-7.6	COc1cccc(-c2cc(-c3ccccc3)nc3sc(C(=O)C(F)(F)F)c(N)c23)c1
104	0.8	CCN1CCN(Cc2nc3cc(NC(=O)CC(C)C)ccc3n2C)CC1
105	-5.0	O=C(COc1ccc(Br)cc1)Nc1ccc(C(=O)OC2CCCCC2)cc1
106	1.2	CCOc1ccc(CNCc2cccs2)cc1Cl
107	4.9	C=Cc1ccc(CSc2nnc(C)n3c2cc2occc23)cc1
108	-2.5	Cc1ccccc1NC(=O)c1ccc(CN2CCCC2)cc1
109	-1.4	CCOC(=O)N1CCN(Cc2nc3cc(NC(=O)c4cccc(C)c4)ccc3n2C(C)C)CC1
110	9.4	Cc1nnc(N2CCCC(C(=O)Nc3cc(F)ccc3F)C2)c2nn(-c3ccccc3)c(C)c12 (stereo not drawn)
111	-6.3	Cc1ccc(-c2onc(C)c2C)cc1S(=O)(=O)Nc1cccc(Cl)c1C
112	-9.2	CC1=NC(=NC2CCCCC2)SC1C (stereo not drawn)
113	-3.4	CCn1ccnc1CN1CCCC1C(=O)Nc1ccc(-c2cscn2)cc1 (stereo not drawn)
114	-0.2	Cc1ccc(C(C)C)cc1OC(=O)c1ccc2nccnc2c1
115	17.4	CC(=O)c1c[nH]cc1-c1ccco1
116	-3.1	CCOC(=O)N1CCN(C(=O)c2ccc(N3CCC(NCCN4CCOCC4)CC3)cc2)CC1
117	-2.0	N#Cc1ccc(C(=O)OCC(=O)Nc2cccc(Cl)c2Cl)c(F)c1
118	12.0	CCC(=O)Nc1cccc(Oc2ccc3c(c2)C(=O)N(c2ccccc2)C3=O)c1
119	8.8	Cc1ccccc1CCC1CCCN(C(=O)CC2CC2)C1 (stereo not drawn)
120	-4.0	Cn1c(=O)c2c(nc(NN=CC3C(=O)NC(=S)N(c4ccc(Cl)cc4)C3=O)n2C)n(C)c1=O (stereo not drawn)
121	-1.6	O=c1c(Oc2ccc(-c3ccccc3)cc2)coc2cc(O)ccc12
122	-1.3	CCOc1ccc(NS(=O)(=O)c2ccc3c(c2)C(=O)C(C(=O)NCCc2ccccc2)C=N3)cc1 (stereo not drawn)
123	7.3	CCOC(=O)c1cnc2ccc(Cl)cc2c1Nc1cccc(C(C)=O)c1
124	8.9	Cc1ccc(OCC(=O)Nc2cccc(C(C)O)c2)cc1 (stereo not drawn)

Screening data from PubChem BioAssay.
